Bioassay records: PubChem, several laboratories
S1P4 ag – S1P4 receptor agonists, primary screen, cell-based; Sphingosine 1-phosphate receptor 4 (Homo sapiens), O95977; S1P4-expressing cell line, agonist reporter assay; activation, % at 4.98 µM; actives 0.35% (n = 220,000); in the data active = activation above about 11%;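 also: 0% = DMSO vehicle and 100% = reference agonist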
EP2 mod – EP2 receptor modulators, cAMP readout, primary screen, cell-based, HTRF cAMP, PGE2 stimulation; Prostaglandin E2 receptor EP2 subtype (Homo sapiens), P43116; EP2-expressing cells, cAMP HTRF FRET, PGE2 co-stimulation; induction, % at 25 µM; actives 0.83% (n = 260,000); AID 940, 2007;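 active = compounds whose cAMP rise, as percent of the full-agonist control response, exceeds 60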;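 also: rat C6 glioma line stably carrying human EP2 under a CMV promoter; the protocol text gives 20 µM as final concentration; 100% = response of wells given 1 µM PGE2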
Target sequence (P43116 whole entry, looked up): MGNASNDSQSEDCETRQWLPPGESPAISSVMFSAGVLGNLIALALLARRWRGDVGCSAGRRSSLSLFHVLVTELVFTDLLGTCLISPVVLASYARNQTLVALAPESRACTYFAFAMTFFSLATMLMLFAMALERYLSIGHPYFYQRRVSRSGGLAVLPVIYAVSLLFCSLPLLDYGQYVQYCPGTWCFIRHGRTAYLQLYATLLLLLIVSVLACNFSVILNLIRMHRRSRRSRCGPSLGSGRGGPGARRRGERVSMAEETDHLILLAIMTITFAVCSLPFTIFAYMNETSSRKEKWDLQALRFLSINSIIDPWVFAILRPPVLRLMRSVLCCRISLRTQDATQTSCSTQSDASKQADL
NPY Y1 blocker – NPY-Y1 receptor antagonists, primary screen, cell-based | Neuropeptide Y receptor type 1 (Homo sapiens), P25929 | HEK293-CNG Y1 cells, membrane potential fluorescence; NPY at EC95, then isoproterenol | inhibition, % at 3.6 µM | actives 1% (n = 200,000);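 active = inhibition above the campaign mean inhibition of all tested compounds plus 3 SD, cut at about 20% in these data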;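 also: 0% = DMSO wells given NPY plus isoproterenol and 100% = isoproterenol alone without NPY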
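Material: HEK293 cells with Y1 receptor plus CNG channel; times: compound incubation 1 h at room temperature, readout 45 min post-stimulation; signal: fluorescence, membrane potential probe; read-out basis: fluorescence ratio normalized to % inhibition between controls; benchmarks: full-block control isoproterenol-only wells, zero-block control NPY plus isoproterenol wells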
NPY-Y1 PAM-ag – NPY-Y1 receptor potentiators or agonists, primary screen, cell-based; Neuropeptide Y receptor type 1 (Homo sapiens), P25929; AID 1304, 2008; actives 0.37% (n = 220,000); activation, % at 3.6 µM; NPY-Y1 expressing cells, potentiator/agonist activation; in the data active = activation above about 33%, passing the limit was not always enough;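 also: cells stimulated with NPY at EC10 then isoproterenol at EC100; 0% = low agonist plus stimulus and 100% = saturating agonist plus stimulus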
S1P4 antagonist – S1P4 receptor antagonists, primary screen, cell-based. inhibition, % at 4.98 µM. actives 0.26% (n = 220,000). S1P4-expressing cells, antagonist mode, reporter read-out. Sphingosine 1-phosphate receptor 4 (Homo sapiens), O95977. AID 1510, 2009; in the data active = inhibition above about 29%;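 also: 0% = wells stimulated with agonist and 100% = vehicle wells without agonist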
TRPML3 agonist – human TRPML3 channel agonists, primary screen, cell-based, HEK293 TRPML3-YFP, Fluo-8 calcium fluorescence, 3 µM | Mucolipin-3 (Homo sapiens), Q8TDD5 | 100% = the carbachol control signal | activation, % at 3 µM | actives 0.29% (n = 220,000) | AID 1448, 2008;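 active = activation above its plate's cutoff, the mean activation of the plate's test wells plus 3 SD, cut at about 12% in these data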;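 also: 0% = DMSO only wells and 100% = carbachol wells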
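system = HEK293 cells stably carrying human TRPML3-YFP | doses = one concentration, 3 µM nominal, 0.3% DMSO | timing = dye loading 1 h 37 °C then 30 min ambient, 125 s read | detection = Fluo-8 calcium dye fluorescence, ex 470-495, em 515-575 nm | benchmarks = high control carbachol 87 µM, low control DMSO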
NPY2 pot ag – NPY-Y2 potentiators or agonists, primary screen, cell-based; Neuropeptide Y receptor type 2 (Homo sapiens), P49146; cells expressing NPY-Y2, potentiator/agonist read-out; activation, % at 3.6 µM; actives 0.45% (n = 220,000); AID 1359, 2008; in the data active = activation above about 27%;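 also: cells stimulated with NPY near EC25 plus isoproterenol at EC100; 0% = vehicle plus submaximal agonist and 100% = vehicle plus saturating agonist; some results beyond the cut were filed as inactive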
Target sequence (P49146 whole entry, looked up): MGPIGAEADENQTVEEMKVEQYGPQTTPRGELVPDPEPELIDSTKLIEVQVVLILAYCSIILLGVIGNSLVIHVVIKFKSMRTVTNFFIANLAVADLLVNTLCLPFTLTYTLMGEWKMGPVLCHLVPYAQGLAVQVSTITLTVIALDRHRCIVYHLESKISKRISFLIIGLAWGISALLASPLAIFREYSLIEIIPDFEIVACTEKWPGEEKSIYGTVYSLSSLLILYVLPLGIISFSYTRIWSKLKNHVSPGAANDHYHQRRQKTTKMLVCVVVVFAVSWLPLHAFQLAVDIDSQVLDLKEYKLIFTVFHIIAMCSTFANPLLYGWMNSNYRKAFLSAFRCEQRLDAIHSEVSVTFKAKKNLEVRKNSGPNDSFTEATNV
TRPN1 ag – zebrafish TRPN1 channel agonists, primary screen, cell-based, HEK293, calcium fluorescence | transient receptor potential cation channel N1 (TRPN1/NompC), Danio rerio | HEK293 zebrafish TRPN1-YFP, Fluo-8 calcium fluorescence; 100% = response to 87 µM carbachol | activation, % at 3 µM | actives 0.18% (n = 220,000) | AID 1424, 2008;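 active = activation above its plate's cutoff, the mean activation of test wells on that plate plus 3 SD, cut at about 19% in these data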;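 also: 0% = DMSO alone and 100% = 87 µM carbachol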
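Material – zebrafish TRPN1-YFP in HEK293 cells · Doses – 3 µM single point · Schedule – dye 1 h 37 °C plus 30 min RT · Signal – Fluo-8 calcium fluorescence, excitation 470-495 nm, emission 515-575 nm · Read-out – % activation versus carbachol response · Control set – carbachol high, DMSO low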
CHOP inhibitor – inhibitors of CHOP promoter induction, primary screen, cell-based, unfolded protein response, luciferase reporter; CHO-K1 CHOP-promoter luciferase, tunicamycin-induced, 15-18 h; inhibition, % at 10 µM; actives 3.8% (n = 220,000); AID 2732, 2010;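 active = compounds that reduced the stress-induced luciferase reporter signal by more than about 70% of percent inhibition, limit read from the data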;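 also: 0% = tunicamycin plus vehicle and 100% = wells without tunicamycin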
Starred values were filed as active, the others as inactive; nt = no result given; & = joins results of further samples.

SMILES	S1P4 ag	EP2 mod	NPY Y1 blocker	NPY-Y1 PAM-ag	S1P4 antagonist	TRPML3 agonist	NPY2 pot ag	TRPN1 ag	CHOP inhibitor
O=C(NCc1ccc(C(=O)N2CCC3(CC2)OCCO3)cc1)c1cccc(Br)c1	3.9	2	0	3	-33	0.2	8	1.6	-13
CCCCOCCCn1c(N)c(C(=O)OC(C)COC)c2nc3ccccc3nc21 (configuration not stated)	-0.9	19	-5	14	-5	-0.5	12	0.8	10
COc1ccc(N2C(=O)NC(=O)/C(=C/c3ccc4c(c3)Cc3ccccc3-4)C2=O)cc1	1.9	-26	0	-31	12	-1.4	-7	-1.0	-7
O=C(N/N=C/c1c(O)n(CCC2=CCCCC2)c(=O)[nH]c1=O)c1ccccc1	3.0	1	3	0	-6	1.0	4	-1.4	63
OCC12COC3c4ccccc4C(OC1)N32 (configuration not stated)	2.0	6	1	1	-23	0.7	2	1.9	3
CCOc1ccc(Cl)cc1CNCCc1ccccc1F	0.1	31	nt	-7	-3	0.5	-4	-1.1	27
Cc1ccc(CN2C3CCCC2CC(NC(=S)NCc2ccccc2)C3)cc1 (configuration not stated)	4.3	-27	2	5	-1	1.1	-7	-1.1	10
COc1ccc(/C=C/C2=CCN(C)CC2)cc1	1.2	-18	6	-5	-10	1.1	6	1.2	-7
CC(C)Nc1nc(Cl)nc(NC(C)C)n1	1.2	15&0	4	-12	-7	0.6	-1	0.0	32
O=C(c1ccccc1)c1ccccc1N=Cc1c(O)[nH]c(=O)[nH]c1=O	1.5	8	5	-17	-14	0.1	-18	-1.3	-5
Cn1c(O)c(C(=Nc2ccc(F)cc2)c2ccccc2Cl)c(=O)n(C)c1=O	-1.2	28	nt	5	-3	0.5	0	-0.4	5
CC1CC2(O)c3no[n+]([O-])c3CCC2N1O (configuration not stated)	0.2	-16	7	9	-3	1.4	12	1.5	14
C=CCn1c(O)c(C(CC)=NCCN2CCN(C(=S)NC)CC2)c(=O)[nH]c1=O	0.6	-2	nt	18	-18	0.5	-8	1.6	5
O=C1/C(=C\c2cccnc2)N2CCC1CC2	0.3	14	nt	-10	7	0.6	-12	2.2	-8
CCN1CCC2(CC1)NC(=O)c1ccccc1O2	0.2	7	0	-10	-18	0.5	5	-0.2	19
CCOc1ccc(N=Cc2c(O)n(-c3ccc(C)c(C)c3)c(=O)[nH]c2=O)cc1	-1.1	-36	nt	12	-1	0.7	13	-0.8	43
CCCCP(=O)(O)CCC(=O)O	0.3	20	0	16	-12	1.2	5	1.4	5
COc1cccc(C(=O)C2CN(C)CC2c2ccc(Cl)cc2)c1 (configuration not stated)	-1.0	-34	14	-34	-5	0.7	-11	-0.3	18
CN(C)C(=O)Oc1ccc2ccccc2c1Cl	2.3	-33	4	2	2	-0.6	3	-1.1	-16
COP(=O)(OC)C(NC(=O)C(C)(C)C)=C(Cl)Cl	-1.0	21	-6	15	-2	0.5	3	-0.9	-10
O=[N+]([O-])c1ccc(N2CCCC2)c(F)c1Br	-0.3	-32	-5	4	-16	0.6	4	-0.3	32
CC(C)C12CN3CCN(CC(C3)/C1=N\O)C2	1.9	24	2	7	2	0.6	1	-0.3	16
O=[N+]([O-])c1ccc(N2CCCCCC2)c2ncccc12	2.1	43	5	7	-1	-0.5	15	-0.6	10
C[N+]1(CC2COC(c3ccco3)O2)CCCCC1 (configuration not stated)	1.6	23	-4	-3	-11	0.6	1	1.3	-14
O=c1[nH]c(=O)n(C2CCCCC2)c(O)c1C=Nc1ccc(N2CCOCC2)cc1	3.0	25	-1	-8	3	0.6	2	0.4	34
c1ccc(CCNCc2ccccc2)cc1	1.3	22	5	-1	-1	0.3	-1	-0.2	3
COP(=S)(OC)SCN1C(=O)c2ccccc2C1=O	0.8	-4	7	-1	7	0.5	-3	1.4	8
O=C(Nc1nccs1)c1c(O)c2c(n(Cc3ccco3)c1=O)CCCC2	0.8	2	nt	-36	-8	0.2	-12	1.4	24
N#CC(C#N)=C(N)c1cccnc1	-1.1	1	1	6	1	0.3	-7	0.3	6
Cc1nn(Cc2ccccc2)c(C)c1C(=O)OCC(=O)Nc1cc(S(C)(=O)=O)ccc1Cl	-1.9	-39	1	-13	-9	0.9	6	1.7	20
Cc1cccc(N2C(=O)NC(=O)C3(Cc4cc(C)ccc4N(C)C3)C2=O)c1 (configuration not stated)	1.1	46	5	-3	7	0.3	-7	0.3	-7
COCCOC(=O)c1c(N)n(Cc2ccc(OC)cc2)c2nc3ccccc3nc12	0.1	12	6	13	5	0.0	17	0.3	11
O=C(Cn1cnc2sc3c(c2c1=O)CCCC3)NCCC(=O)N1CCC2(CC1)OCCO2	1.3	13	5	-15	-13	-0.8	9	-0.7	-3
Cc1ccc(-c2nc(CS(=O)CC(=O)N3CCC4(CC3)OCCO4)c(C)o2)cc1 (configuration not stated)	-1.4	10	-11	6	-3	-0.3	-4	-0.4	1
CCOC(=O)C1=C(N)OC2=C(C(=O)CCC2)[C@]12C(=O)N(CC(N)=O)c1ccccc12	0.2	-1	nt	5	0	0.1	19	0.3	9
CCN(CC)C(=O)c1ccc2c(c1)C1C(Cl)C(Sc3ccccc3[N+](=O)[O-])CC1C(C(=O)O)N2 (configuration not stated)	0.0	-12	nt	-5	15	-1.7	-4	-0.9	-5
COc1cc(OC)c(C=O)c(OC(=O)N(C)C)c1	0.9	22	1	21	-10	0.7	5	0.6	13
Cc1ccc(C(c2nnnn2Cc2ccccc2)N2CC=C(c3ccc(F)cc3)CC2)cc1 (configuration not stated)	-4.6	25	1	-9	16	-0.1	-12	-0.2	15
CCN(CC)c1ccc(N=Cc2c(O)n(-c3ccccc3)c(=O)[nH]c2=O)cc1	1.1	28	nt	4	6	0.1	7	0.7	27
COc1ccc(CN2CCN(c3ccccc3F)CC2)cc1O	0.4	21	-1	7	23	0.5	-5	-0.4	26
CC(NC1CCCCC1)C(O)C12CC3CC(CC(C3)C1)C2 (configuration not stated)	-0.5	-28	9	-29	2	0.7	-7	-0.4	3
Clc1ccc2c(c1)C(c1ccccc1Cl)=NCc1nncn1-2	2.9	12	-3	-18	-5	0.7	-8	1.4	9
CN1C(=O)N(C)C(=O)C(CCc2ccncc2)(Cc2ccc3c(c2)OCO3)C1=O	-2.5	-7	0	6	16	0.6	3	0.2	-7
COc1ccc(N2C(=O)CC(=O)NC2=O)cc1	3.0	-4	4	-21	-16	1.4	4	2.5	1
CC(C)n1c(=O)c(C=Nc2ccc(Cl)cc2)c(O)n(Cc2ccco2)c1=O	0.5	14	4	-16	-14	0.3	-4	0.6	24
CN(C)C1(CNC(=O)c2ccc(Cl)c(S(=O)(=O)NCc3ccco3)c2)CCCCC1	0.0	11	4	0	-4	0.2	-16	0.1	-13
O=C(CCC(=O)N1CCC2(CC1)OCCO2)Nc1nnc(C(F)(F)F)s1	0.0	29	-2	16	-9	0.3	5	-0.2	-3
CCN(CC)CCOC(=O)c1ccc(N=Cc2c(O)[nH]c(=O)[nH]c2=O)cc1	0.0	4	2	0	-1	1.4	-5	1.5	9
CCCn1c(C(=O)c2ccc(OC)cc2)nc2ccccc21	0.2	52	-4	-3	-2	0.9	-8	0.6	3
C/C(=N/OC(=O)N(C)C)c1ncc(C(F)(F)F)cc1N1CCOCC1	-1.4	10	-2	-9	-1	0.5	-5	0.9	9
Cc1ccc(N2C(=O)NC(=O)/C(=C\c3cccn3C(C)(C)C)C2=O)cc1	-3.9	-61	1	-5	5	0.5	-9	0.5	-1
O=c1[nH]c(O)c(C=NC2CCCCC2)c(=O)[nH]1	1.6	-7	nt	10	-4	0.4	-3	0.7	13
CCN(CC)CCCN=Cc1c(O)n(-c2ccccc2F)c(=O)[nH]c1=O	-0.8	3	7	-16	4	0.0	-20	-0.3	7
C=CCn1c(O)c(C(C)=Nc2ccc(N(CC)CC)cc2)c(=O)[nH]c1=O	0.3	5	-7	-9	-18	0.2	1	-1.3	56
CC1(C)Cc2c(sc3c2C(=O)NC(c2cccnc2)N3)CO1 (configuration not stated)	2.0	-2	2	-2	-31	0.5	10	1.0	-16
O=C(COc1ccccc1)N1CCN(C2CCCC2)CC1	0.4	14	3	-11	-1	-0.7	-20	1.4	-11
CCN(CC)CC(=O)Nc1ccc(Cl)cc1C(=O)c1ccccc1	1.9	47	9	10	-1	-0.6	17	-0.5	39
CCn1c(O)c(C=NCCN2CCOCC2)c(=O)[nH]c1=S	0.3	-30	nt	-11	-8	0.7	-10	-0.2	-3
O=C1NC(=S)NC(=O)C12C(c1ccccc1)NC(=S)NC2c1ccccc1 (configuration not stated)	0.8	16	4	2	6	0.7	12	-1.1	6
CCOCCCNC(=O)CN1C2CCC1CC(O)(c1ccc(OC)cc1)C2 (configuration not stated)	2.5	19	5	8	7	0.0	17	-1.6	-20
Continuation:
SMILES	S1P4 ag	EP2 mod	NPY Y1 blocker	NPY-Y1 PAM-ag	S1P4 antagonist	TRPML3 agonist	NPY2 pot ag	TRPN1 ag	CHOP inhibitor
CC(CCc1ccccc1)NC(C)C(O)c1ccc(O)cc1 (configuration not stated)	-2.0	16&1&25	-9	92*	-9	0.3	86*	0.6	21&5
CCCCCCC(N)CC(=O)O (configuration not stated)	1.3	15	4	-14	-13	0.3	1	1.8	-20
Cc1cc(/C=C2\C(=O)NC(=O)N(c3ccc(Cl)cc3)C2=O)c(C)n1C	6.0	5	3	-4	2	0.8	-12	1.6	79*
CN(C)CCN=Cc1c(O)n(Cc2ccco2)c(=O)[nH]c1=O	1.7	13	0	5	-11	0.3	-1	-0.3	21
CC(=NCCO)c1c(O)n(C2CCCCC2)c(=O)[nH]c1=O	-2.8	19	2	5	-14	0.2	-1	1.2	-5
O=C1NC(=O)C(=CN2CCc3ccccc32)C(=O)N1	1.2	21	0	-8	14	0.9	-8	-0.5	-6
C[C@H]1OC[C@@H](C[N+](C)(C)C)O1	-0.3	2&-17	44*	-70	-17	99*	-15	71*	-1&-54
Fc1ccc(C(OCCN2CCCC2)c2ccc(F)cc2)cc1	0.5	-16	14	-21	2	1.0	1	2.0	-10

Only part of the results is shown. The share of hits here may be higher or lower than overall.
